Compound activity (PubChem BioAssay)
RORa activator: activators of orphan receptor RORA, primary screen, cell-based, luminescence. Nuclear receptor ROR-alpha (Homo sapiens), P35398. CHO-K1 Gal4-RORA LBD luciferase reporter; percent increase over mock-subtracted basal signal. activation, % at 10 µM. 1.5% of 65,000 active. AID 560, 2006;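 active means activation above the mean of all tested compounds plus 3 SD, cut at about 49% in these data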;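 further: 0% = DMSO-treated RORA cells and 100% = added signal equal to DMSO minus mock-transfected cells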
Cdc25B block: inhibitors of Cdc25B phosphatase catalytic domain, primary screen, biochemical, OMFP fluorescence. AID 368, 2006. recombinant Cdc25B, OMFP fluorescence Ex485/Em525. M-phase inducer phosphatase 2 (Homo sapiens), P30305. 0.1% of 65,000 active. inhibition, %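 (compounds tested at 10 µM final in the well)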; in the data active means inhibition above about 50%
FXIIa mix inh: human factor XIIa inhibitors, primary screen, biochemical, pooled compound mixtures, fluorogenic substrate; 0.2% of 62,000 active; purified FXIIa; inhibition, % at 5 µM; Coagulation factor XII (Homo sapiens), P00748; in the data active means inhibition above about 20%, passing the limit was not always enough;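 further: 0% = enzyme without compound and 100% = no enzyme blank; some results filed as inactive read as strong as hits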
Target sequence (P00748 20-372 limits assumed): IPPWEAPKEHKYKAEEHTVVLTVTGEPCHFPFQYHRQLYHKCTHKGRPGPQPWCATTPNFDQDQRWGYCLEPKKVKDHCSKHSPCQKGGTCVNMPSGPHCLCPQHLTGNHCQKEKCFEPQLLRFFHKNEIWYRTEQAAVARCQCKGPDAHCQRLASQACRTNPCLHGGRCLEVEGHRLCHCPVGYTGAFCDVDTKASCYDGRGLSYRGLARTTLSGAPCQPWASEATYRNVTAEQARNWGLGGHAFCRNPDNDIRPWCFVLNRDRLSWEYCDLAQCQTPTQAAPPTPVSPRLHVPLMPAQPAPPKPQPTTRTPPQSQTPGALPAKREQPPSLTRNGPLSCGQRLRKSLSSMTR
Target sequence (P00748 373-615 limits assumed): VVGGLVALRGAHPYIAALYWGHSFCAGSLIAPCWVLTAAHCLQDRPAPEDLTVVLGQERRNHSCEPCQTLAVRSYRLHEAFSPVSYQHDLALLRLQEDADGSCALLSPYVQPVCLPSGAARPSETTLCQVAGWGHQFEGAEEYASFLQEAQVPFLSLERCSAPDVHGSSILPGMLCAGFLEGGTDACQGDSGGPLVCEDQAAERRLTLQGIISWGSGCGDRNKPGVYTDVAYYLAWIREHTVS
MKP-1 inh: MKP-1 phosphatase inhibitors, primary screen, biochemical, in vitro; recombinant MKP-1, OMFP hydrolysis fluorescence; inhibition, %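 (compounds tested at a single concentration somewhere between 10 and 100 µM)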; AID 374, 2006; Dual specificity protein phosphatase 1 (Homo sapiens), P28562; 0.15% of 65,000 active;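 active means inhibition above about 50%, limit read from the data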;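 further: 0% = DMSO max control wells and 100% = wells with enzyme stopped by NaOH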
TNAP act DEA: human TNAP enzyme activators, primary screen, biochemical, luminescent, intermediate phosphate acceptor level; Alkaline phosphatase, tissue-nonspecific isozyme (Homo sapiens), P05186; purified TNAP, CDP-star luminescence, 100 mM DEA, 30 min; active compounds read high; scale: 0 levamisole-inhibited, 1 vehicle-only enzyme; activation factor at 20 µM; 64,000 tested, under 10 active;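 active means activation factor of at least 2 at 20 µM, relative to controls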
SF-1 act: activators of human SF-1, primary screen, cell-based, CHO-K1, Gal4-SF-1 LBD, luciferase luminescence. activation, % at 10 µM. 1.9% of 65,000 active. CHO-K1 Gal4-SF-1 LBD luciferase reporter; % increase over DMSO SF-1-specific signal;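 active means activation above the mean activation of all tested compounds plus 3 SD, cut at about 50% in these data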
Target sequence (Q13285 whole entry, looked up, the tested form may be a part): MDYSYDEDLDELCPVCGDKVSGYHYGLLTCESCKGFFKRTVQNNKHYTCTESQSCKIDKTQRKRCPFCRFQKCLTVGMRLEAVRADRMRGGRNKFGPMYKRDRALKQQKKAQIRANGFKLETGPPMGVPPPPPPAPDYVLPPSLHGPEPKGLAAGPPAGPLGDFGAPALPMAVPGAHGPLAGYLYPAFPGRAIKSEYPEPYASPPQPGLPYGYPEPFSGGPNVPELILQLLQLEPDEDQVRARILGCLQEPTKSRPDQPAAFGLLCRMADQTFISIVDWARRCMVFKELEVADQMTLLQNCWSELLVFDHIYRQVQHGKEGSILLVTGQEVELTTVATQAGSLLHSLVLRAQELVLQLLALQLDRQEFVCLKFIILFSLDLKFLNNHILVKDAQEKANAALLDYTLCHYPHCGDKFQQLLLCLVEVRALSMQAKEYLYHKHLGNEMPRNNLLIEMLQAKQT
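Material: Transient Gal4-SF-1 LBD reporter, CHO-K1 | Input: 4,000 cells/well | Dosing: One dose, 10 µM compound, 1% DMSO | Incubation: 20 h compound treatment, 37 °C | Detection: SteadyLite luciferase luminescence | Evaluation: Percent activation relative to DMSO median and mock-transfected background | Benchmarks: DMSO-treated SF-1-transfected cells as negative, DMSO-treated mock-transfected cells lacking SF-1 as background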
Her2 expr inh: inhibitors of Her2 protein expression, primary screen, SKBR-3 cells, AlphaScreen, 66K library. SKBR-3 HER2 protein level, 18-24 h; active compounds read low. HER2 level % of control, % at 10 µM. Receptor tyrosine-protein kinase erbB-2 (Homo sapiens), P04626. 0.69% of 65,000 active;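 active means HER2 level under 5% of the carrier-only control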;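 further: 100% = DMSO carrier and 0% = 500 nM PU-H71 HSP90 inhibitor; lower value means stronger loss of Her2 protein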
Hsp90 block: tumor Hsp90 inhibitors, primary screen, cell lysate, fluorescence polarization, NCI-N417 lysate; inhibition, % at 30 µM; Cy3B-geldanamycin FP displacement; Heat shock protein HSP 90-alpha (Homo sapiens), P07900; 0.35% of 64,000 active; AID 429, 2006;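 active means inhibition above 50%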;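 further: 0% = tracer plus lysate wells and 100% = tracer alone without lysate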
D1 allo mod: D1 CRE-luciferase signal change, two-sided – cell-based, HEK293 D1, dopamine EC30, D1 allosteric modulator project, primary screen; D(1A) dopamine receptor (Homo sapiens), P21728; AID 641, 2007; B-score at 10 µM; dopamine EC30 potentiation; actives deviate in either direction; 5.9% of 58,000 active;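 active means luminescence count or its row- and column-corrected plate score outside the 99.7% band of the plate's sample wells, on either side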
Starred values were filed as active, the others as inactive; · = no result given.

canonical_smiles	RORa activator	Cdc25B block	FXIIa mix inh	MKP-1 inh	TNAP act DEA	SF-1 act	Her2 expr inh	Hsp90 block	D1 allo mod
CCOC(=O)c1c(C)c(C(=O)Nc2ccc3c(c2)OCO3)c(C)n1C	8	-9	3	8	1	5	76	8	·
CCN1CCCC1CNC(=O)Cn1cccc1C(=O)c1ccccc1C (configuration not stated)	2	-11	4	-5	1	5	129	-3	-0.51
COc1ccccc1NC(=O)COC(=O)CNC(=O)c1ccc(OC)c(OC)c1	-8	-14	1	1	0.9	-1	130	-4	0.26
O=C(c1ccc(NS(=O)(=O)c2cccs2)cc1)N1CCCCC1	-9	-13	0	-2	0.8	4	·	-6	-1.2
O=C(CSc1nnc2scc(-c3ccccc3)n12)N1CCCc2ccccc21	6	-4	7	-3	0.9	-9	92	-1	-0.5
CCOc1ccccc1C1CC(c2ccccc2)Nc2nc(N)nn21 (configuration not stated)	11	-16	-1	5	1	2	81	0	5.9*
Cc1c(C(=O)O)oc2ccc(S(=O)(=O)NCCC3=CCCCC3)cc12	2	-30	12	7	0.9	5	115	-8	0.039
CCCCCCn1c(CN2CCN(C(=O)OCC)CC2)nc2c1c(=O)n(C)c(=O)n2C	4	-12	·	33	·	-6	139	-1	0.012
COCc1nnc(SCC(=O)NCc2ccccc2)n1-c1ccccc1	-11	0	7	7	0.9	-18	87	-1	0.088
Cc1ccc(-c2nc(CSCC(=O)NCc3cccnc3)c(C)o2)cc1	-39	-9	·	25	·	-34	91	-2	0.12
Cc1c(C(=O)NCc2cccnc2)oc2ccc(S(=O)(=O)N3CCCCC3)cc12	-9	-10	1	14	0.9	-7	94	-1	-0.45
Cc1ccccc1-n1nnnc1SCc1csc(-c2ccccc2)n1	-8	-3	5	19	0.9	5	84	-9	0.48
Cc1cnc(C(=O)Nc2ccccc2-n2cccc2)cn1	3	-8	1	1	0.8	-18	82	4	0.91
Cc1csc(NC(=O)c2nc(-c3ccccc3)n(-c3ccccc3)n2)n1	-10	-10	-10	-6	0.9	-1	51	-1	0.078
O=C1NC2CCCCC2NC1CC(=O)N1CCN(c2ccccc2)CC1 (configuration not stated)	-3	0	4	8	1.1	1	100	-2	0.83
NC(=O)c1cn(-c2ccccc2)nc1-c1cccnc1	5	-1	-16	8	1	3	120	-7	1.9
CCn1c(=O)c2cc(C(=O)NCc3cccs3)sc2c2ccccc21	-1	3	-5	5	0.9	-9	87	-3	-0.52
Cc1csc(NC(=O)C2CCCCC2C(=O)O)n1 (configuration not stated)	-18	-8	4	6	0.9	11	83	3	-0.11
O/N=C(\Cc1cscn1)c1ccc(O)cc1O	-10	0	3	-10	0.9	2	112	-4	0.75
COc1ccc(CCNC(=O)CN(c2ccccc2OC)S(C)(=O)=O)cc1OC	-2	-11	1	5	1	-9	87	4	0.84
O=C(Cn1cnc2ccccc2c1=O)Nc1ccc2c(c1)CCC2	-2	-9	8	5	0.9	9	147	-6	0.97
O=C1CN(C(=O)c2ccccc2F)c2ccccc2N1	-16	-8	3	0	1	5	101	-5	-0.18
COC(=O)c1c(NC(=O)CSc2nnc(-c3cccnc3)n2Cc2ccco2)sc(C)c1C	-12	-8	1	15	0.8	-15	78	-2	3.1
O=C(Nc1sc2c(c1C(=O)NC1CCCCC1)CCC2)c1ccco1	-10	2	9	11	0.9	-21	94	-19	1
O=C(CCS(=O)(=O)c1cccc2nonc12)NCCc1ccccc1	27	-8	-17	14	1	-15	104	·	0.43

Further compounds follow:
canonical_smiles	RORa activator	Cdc25B block	FXIIa mix inh	MKP-1 inh	TNAP act DEA	SF-1 act	Her2 expr inh	Hsp90 block	D1 allo mod
CCCn1[nH]cc(SC)c(=O)c1=O	11	-3	0	9	0.9	28	110	0	-0.91
Cc1cc2cc(CN(Cc3ccc4c(c3)OCO4)C(=O)c3cnccn3)c3nnnn3c2cc1C	1	2	-10	10	0.9	0	223	·	·
O=C(c1cc2c(s1)-c1ccccc1OC2)N1CCN(c2ccccn2)CC1	-7	-6	3	-1	0.9	5	80	-2	-1
CCc1ccc(S(=O)(=O)c2n[nH]n3c2nc(=O)c2ccccc23)cc1	-3	·	·	·	·	-27	122	2	-0.014
N#Cc1nc(-c2ccco2)oc1N1CCCC1	-1	-15	6	-16	0.9	19	62	0	4*
CCOC(=O)c1ccccc1NS(=O)(=O)c1ccc(S(=O)(=O)N2CCCC2)cc1	4	-8	-1	27	0.9	8	82	-3	-0.99
COc1cc(S(=O)(=O)NCC2CCCO2)c(OC)cc1Cl (configuration not stated)	-16	-7	-2	9	0.9	0	86	2	-0.17
O=C(NCCN1CCOCC1)c1cccs1	-19	1	-9	22	0.9	0	97	-3	·
Cc1cccc2cc(CN(Cc3nnnn3C3CCCC3)C3CCCCC3)c(=O)[nH]c12	-8	-11	16	1	0.9	11	73	-3	1.4
CC(C(=O)Nc1ccccc1F)N1C(=O)c2ccccc2C1=O (configuration not stated)	-9	5	2	15	1	4	99	-2	0.054
COC(=O)c1[nH]c(C)c(/C(O)=C2\C(=O)C(=O)N(CCN(C)C)C2c2ccc(OC)cc2)c1C (configuration not stated)	-12	6	5	-10	1	-10	90	-5	0.13
CCOc1ccc(N=C2C(=O)N(CN3CCOCC3)c3ccccc32)cc1	-4	-1	·	-24	0.8	0	75	-5	·
CC(=O)NCCc1cc2cc(C)c(C)cc2[nH]c1=O	3	-4	12	7	0.9	-4	86	1	1.2
CCOC(=O)N1CCC(N2C(=O)c3ccccc3C2Nc2ccc3c(C)cc(=O)oc3c2)CC1 (configuration not stated)	-17	-12	2	11	0.9	12	103	-2	0.91
CCOC(=O)c1sc(NC(=O)CSc2ncn[nH]2)c(C#N)c1C	23	-11	3	0	0.9	13	106	-16	1.6
CCCn1cc(S(=O)(=O)CC(=O)Nc2ccc(OCC)cc2)c2ccccc21	4	-13	-3	0	0.9	13	62	·	0.69
CNC(=O)c1nnc(Cc2ccc(F)cc2)o1	-10	-3	2	1	1	2	81	-1	0.39
O=C(NCc1ccco1)c1csc2c1CCCCC2	5	-12	1	9	1	-14	105	-2	·
CC1CC(C)CN(CCCNC(=O)C2CCN(S(=O)(=O)N3CCCCC3)CC2)C1 (configuration not stated)	0	-12	8	-12	1	-5	108	2	-0.21
CC(C)C12CCC(C(=O)O)C(C1)C(=O)O2 (configuration not stated)	8	7	-3	15	1	-9	96	0	-0.68
CC1CCCC(NC(=O)c2ccc(CNc3c(N4CCCC4)c(=O)c3=O)cc2)C1C (configuration not stated)	1	-2	3	17	0.9	24	99	1	-0.029
O=C(Nc1ccc(S(=O)(=O)N2CCOCC2)cc1)c1ccc(Cl)cc1	9	-4	2	13	1	-1	95	-3	-1.4
Cc1ccc2c(CC(=O)OC3CCOC3=O)coc2c1 (configuration not stated)	7	-5	5	1	1	16	78	1	0.33
O=C1C2CCCN2C(c2ccccc2)N1c1cccc(Cl)c1 (configuration not stated)	-8	-10	-1	-1	1	9	85	0	-0.013
CC1CC(C)CN(CC(C)(C)NS(=O)(=O)c2ccccc2)C1 (configuration not stated)	-16	-19	-2	-9	0.8	17	135	-1	·

Only FXIIa mix inh and Hsp90 block, for some of the entries so far:
mol | FXIIa mix inh | Hsp90 block
O=C(c1cc2c(s1)-c1ccccc1OC2)N1CCN(c2ccccn2)CC1 | 3 | -2
CC(C)C12CCC(C(=O)O)C(C1)C(=O)O2 (configuration not stated) | -3 | 0

(cont.)
canonical_smiles	RORa activator	Cdc25B block	FXIIa mix inh	MKP-1 inh	TNAP act DEA	SF-1 act	Her2 expr inh	Hsp90 block	D1 allo mod
Cc1ccc(-n2ncc(C(=O)N3CCc4ccccc4C3)c2NC(=O)c2ccco2)cc1C	-2	-18	-17	4	0.9	-14	72	-8	0.46
O=C(CN1CCN(c2ccc(Cl)cc2)CC1)Nc1ccc(F)cc1	8	-7	7	24	1	6	139	2	-1.3
O=C(CN1CCN(CCOCCO)CC1)N1c2ccccc2Sc2ccc(Cl)cc21	-10	1	8	-2	1	-12	91	-2	0.56
CCc1cccc(C)c1N(C(=O)Cn1c(=O)[nH]c2ccccc21)C(C)COC (configuration not stated)	-3	3	·	7	0.9	4	77	0	3
Cc1noc(C)c1S(=O)(=O)Nc1ccc(C(=O)O)cc1	8	-6	17	30	0.9	9	99	3	·
COc1ccc(C2C(C(=O)N3CCCCC3)c3ccccc3C(=O)N2C)cc1 (configuration not stated)	0	-15	6	8	1	-4	75	·	-0.031
CCc1c(C)nc(N)n2c(SCC(=O)N3CCCC(C)C3)nnc12 (configuration not stated)	-9	18	5	2	0.9	-3	78	-2	-0.46
CCn1ccc(C(=O)Oc2ccc(C(C)C)cc2)n1	10	-7	-1	3	0.9	-7	99	-1	-0.43
O=C(CSc1nnc(-c2ccco2)n1-c1ccccc1)N1CCN(C(=O)c2ccco2)CC1	-28	4	2	-1	0.9	-9	95	-4	-0.068
CN1C(=O)c2oc3ccccc3c(=O)c2C1c1ccncc1 (configuration not stated)	28	-2	-7	9	1	-5	91	-3	0.21
CCN1C(=O)c2ccccc2Sc2ccc(C(=O)NCCN3CCOCC3)cc21	-5	-15	4	6	0.9	-16	93	0	0.058
COC(=O)c1[nH]c2ccc(C)cc2c1NC(=O)C1=COCCO1	-10	-13	37	-26	0.9	-16	100	-5	0.89
Cc1cc(-c2csc(NC(=O)c3ccc(=O)n(C)n3)n2)c(C)n1CC1CCCO1 (configuration not stated)	-9	-17	-2	42	1	-2	122	-5	-0.45
O=c1c2cc(N3CCOCC3)ccc2[nH]c(=S)n1Cc1ccco1	-19	-1	2	81*	0.9	6	85	-3	2
O=C(CCN1C(=O)COc2ccccc21)NCCN1CCN(c2cccc(Cl)c2)CC1	7	-11	2	8	0.9	-5	90	0	-2.3
N#CCCN(Cc1cccnc1)C(=O)c1ccc(S(=O)(=O)N2CCOCC2)cc1	-6	3	9	18	0.9	-6	104	-3	-0.33
Nc1ccc(Cl)c(-c2nc3ncccc3o2)c1	-12	-8	6	9	1	-7	109	-3	0.3
CCCc1cc(C(=O)N2CCN(C(c3ccccc3)c3ccccc3)CC2)no1	-10	-12	3	-1	0.9	8	87	-1	-0.88
COc1ccc(S(=O)(=O)N(C)c2ccc(C(=O)N3CCC(C(N)=O)CC3)cc2)cc1	-20	4	3	-5	0.9	-18	87	-3	-0.0088
COCCOC(=O)c1c(C)n(C)c2ccc(OC(=O)c3cccs3)cc12	-25	7	-3	3	0.9	-2	28	3	-0.11
CN1CCN(c2ccc(Cl)cc2NS(=O)(=O)c2ccccc2Cl)CC1	15	5	5	-6	0.9	26	110	4	-1.3

Records listed so far printed as active in D1 allo mod.
Compound | Cdc25B block | FXIIa mix inh | MKP-1 inh | TNAP act DEA | Her2 expr inh | D1 allo mod
CCOc1ccccc1C1CC(c2ccccc2)Nc2nc(N)nn21 (configuration not stated) | -16 | -1 | 5 | 1 | 81 | 5.9*
N#Cc1nc(-c2ccco2)oc1N1CCCC1 | -15 | 6 | -16 | 0.9 | 62 | 4*
